Screening results from PubChem.
NOD2 inhibition – NOD2 signaling inhibitors, cell-based, luminescence, uHTS, HEK293 (AID 1566). HEK293 NOD2/NF-kB luciferase reporter, luminescence; higher % means a stronger effect. inhibition, % at 4 µM; hits with a dose series show EC50 in µM. 290,000 compounds, 0.63% hits; further: many of its hits are not listed in these tables
Siah-1 displacement – Siah-1 peptide-binding antagonists, primary screen, biochemical, fluorescence polarization, rhodamine-plectin, uHTS (AID 1817) | E3 ubiquitin-protein ligase SIAH1 (Homo sapiens) | Siah-1 / rhodamine-plectin peptide fluorescence polarization; higher % means a stronger effect | 290,000 compounds, 0.02% hits | displacement, % at 20 µM; hits with a dose series show IC50 in µM;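 active means displacement of at least 50% at 20 µM, with a fluorescence ratio check between 0.3 and a set limit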;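 further: plate controls were Siah plus tracer with DMSO for no effect and tracer alone without Siah for full effect; strong numbers were not always called active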
Lipid droplet – inhibitors of hepatocyte lipid droplet formation, primary screen, imaging, high-throughput imaging, BODIPY stain | 240,000 compounds, 0.4% hits | AID 1656, 2009 | inhibition, % at 6.5 µM | AML12 mouse hepatocytes, oleate lipid droplets;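 active means lipid droplet intensity inhibited by at least 50%, with more than 500 cells counted; inconclusive means wells with under 300 cells, treated as cytotoxic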
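Material – AML12 mouse liver cells · Also added – oleate loading, 100 µM · Compound dosing – 6.5 µM single-point dosing · Times – overnight treatment with compound plus oleate · Measured by – fluorescence imaging, 20x objective, two fields per well · Read-out – percent inhibition of filter-corrected integrated lipid droplet intensity per well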
AID2073 – inhibitors of Mint1-CaV2.2 protein interaction, biochemical, HTRF (AID 2073). Voltage-dependent N-type calcium channel subunit alpha-1B (Homo sapiens). 290,000 compounds, 0.19% hits. HTRF protein-protein interaction, Mint1-CaV2.2; higher % means a stronger effect. one-dose inhibition, % at 20 µM; IC50 in µM for titrated hits; in the data active means inhibition mostly above about 51%, no sharp cut-off; inconclusive means no clear call, values can overlap the other calls; inactive means mostly below about 53%; further: some results filed as inactive read as strong as hits
LYP phosphatase – inhibitors of LYP phosphatase, biochemical, fluorescence intensity, uHTS (AID 1779). 290,000 compounds, 0.054% hits. Tyrosine-protein phosphatase non-receptor type 22 (Homo sapiens). one-dose inhibition, % at 11.5 µM; IC50 in µM for titrated hits. recombinant LYP phosphatase, fluorescence intensity; higher % means a stronger effect;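 further: plate controls were vehicle with enzyme for no effect and no enzyme for full effect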
Myeloid diff 2 – induction of myeloid progenitor differentiation, primary screen, cell-based, flow cytometry, MLPCN library; ER-HoxA9 myeloid progenitors, lysozyme-GFP differentiation; calls only at 10 µM; 360,000 compounds, 1% hits;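 active means normalized GFP-positive differentiation at or above the plate's own cutoff, the solvent-only control mean plus 3 SD; inconclusive means no clear call, values can overlap the other calls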;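 further: cells exposed to compound for four days before flow analysis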
HIV fusion peptide – inhibitors of HIV fusion peptide binding, primary screen, biochemical, uHTS, fluorescence dequenching (AID 1986) | cell-free peptide binding, fluorescence dequenching, 30 min; higher % means a stronger effect | one-dose inhibition, % at 20 µM; IC50 in µM for titrated hits | 290,000 compounds, 0.3% hits; in the data active means inhibition mostly above about 52%, no sharp cut-off; inactive means mostly below about 76%; further: some results filed as inactive read as strong as hits
Dengue-2 NS5 capping – Dengue-2 NS5 methyltransferase inhibitors, primary screen, biochemical, confirmation dose response (AID 588689); 340,000 compounds, 0.3% hits; Dengue-2 NS5 methyltransferase capping enzyme assay, biochemical; higher % means a stronger effect; one-dose inhibition, % at 25 µM; IC50 in µM for titrated hits; in the data active means a potency from the dose series; inconclusive means inhibition above about 29% without an active follow-up result
XIAP antagonists – XIAP antagonists, biochemical, IAP family, fluorescence polarization (AID 1018); XIAP BIR domain, fluorescence polarization peptide displacement; higher % means a stronger effect; one-dose displacement, % at 20 µM; IC50 in µM for titrated hits; 200,000 compounds, 0.007% hits; in the data active means displacement above about 50%; further: a part of the inactive calls stands beside numbers as strong as those of hits
Lipid droplet cells 6.5 µM – second read-out of Lipid droplet, no call of its own (marks repeat the call); cell count; measured here: cell count, cytotoxicity flag;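 cells counted across two imaged fields per well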
Dengue-2 NS5 capping pilot replicate – second read-out of Dengue-2 NS5 capping, no call of its own (marks repeat the call); inhibition, %; measured here: pilot screen replicate inhibition
Myeloid diff 2 GFP+ MAC1+ % – second read-out of Myeloid diff 2, no call of its own (marks repeat the call); GFP+ MAC1+ double positive, %; measured here: differentiation confirmed by MAC1 staining
* hit, by the source's call; i = inactive; ? = inconclusive; / = not tested or not shown; + = active, no number. Unless noted, no stated cut-off is given here; in the data, active means inhibition above about 50%; inactive means the rest. The list is partial; rates above refer to the full screens.

SMILES	NOD2 inhibition	Siah-1 displacement	Lipid droplet	Lipid droplet cells 6.5 µM	AID2073	LYP phosphatase	Myeloid diff 2	Myeloid diff 2 GFP+ MAC1+ %	HIV fusion peptide	Dengue-2 NS5 capping	XIAP antagonists	others
CCCN1CC=C2C(C#N)=C(N)C(C#N)(C#N)C(c3cccc(OC)c3OC)C2C1 (configuration not stated)	16%	11%	0	627	-7%	3%	i	10	68%*	17%	-1.8%
COCc1nnc(NC(=O)c2ccc(S(=O)(=O)N(C)c3ccccc3)cc2)o1	19%	7%	7	531	-6%	2%	i	1.7	1.3%	-6%	0.2%
CCC(C(=O)NC(C)(C)C)N(Cc1ccco1)C(=O)Cn1nnc(-c2ccc(F)cc2)n1 (configuration not stated)	5%	13%	-6	686	4%	-5%	i	0.8	-0.6%	-7%	-0.1%
COC(=O)C1=C(C)NC(=O)NC1/C=C/c1ccccc1 (configuration not stated)	-15%	2%	-23	738	-2%	-2%	i	0.4	0.8%	-10%	-4.9%
CCC(=O)Nc1ccc(NC(=O)CN2CCCC(C)C2)c(Cl)c1 (configuration not stated)	2%	-2%	/	/	3%	-2%	i	1.0	3.1%	2%	-3.8%
COc1ccccc1N=c1scc(-c2ccc3c(c2)NC(=O)CO3)n1CC1CCCO1 (configuration not stated)	25%	0%	5	765	?	4%	i	0.9	-1.7%	-3%	-2.9%
Cc1ccc(NC(=O)C(=O)NCCN2CCN(S(=O)(=O)c3ccccc3)CC2)cc1C	20%	0%	-9	685	4%	-7%	i	0.3	0.9%	1%	-4.3%
COc1ccccc1CNC(=O)C(C)Sc1ccsc1[N+](=O)[O-] (configuration not stated)	5%	5%	4	653	-12%	-2%	i	0.2	0.0%	-9%	-2.6%
O=C(O)c1ccc(-c2ccccc2)[nH]c1=O	19%	2%	27	750	8%	-7%	i	0.6	-1.5%	-12%	/
Cc1cc(S(=O)(=O)NC2CCCCC2)ccc1OCC(=O)NCc1cccnc1	22%	2%	9	765	-5%	-8%	i	2.1	-1.6%	-2%	-3.0%
Cn1c(CCn2ccccc2=O)nc2cc(NC(=O)COc3ccccc3)ccc21	8%	10%	8	688	2%	-5%	i	2.9	4.6%	-3%	/
Cc1ccc([C@@H]2[C@@H]3C(=O)N(C)C(=O)[C@@H]3[C@]3(C)C(=O)N(Cc4ccccn4)CC(=O)N23)o1	14%	2%	0	820	15%	-16%	i	0.9	0.9%	-5%	/

Looked up by structure from above:
SMILES	NOD2 inhibition	Siah-1 displacement	Lipid droplet	Lipid droplet cells 6.5 µM	AID2073	LYP phosphatase	Myeloid diff 2	Myeloid diff 2 GFP+ MAC1+ %	HIV fusion peptide	Dengue-2 NS5 capping	XIAP antagonists	others
Cn1c(CCn2ccccc2=O)nc2cc(NC(=O)COc3ccccc3)ccc21	8%	10%	8	688	2%	-5%	i	2.9	4.6%	-3%	/
COc1ccccc1N=c1scc(-c2ccc3c(c2)NC(=O)CO3)n1CC1CCCO1 (configuration not stated)	25%	0%	5	765	?	4%	i	0.9	-1.7%	-3%	-2.9%

Continued:
SMILES	NOD2 inhibition	Siah-1 displacement	Lipid droplet	Lipid droplet cells 6.5 µM	AID2073	LYP phosphatase	Myeloid diff 2	Myeloid diff 2 GFP+ MAC1+ %	HIV fusion peptide	Dengue-2 NS5 capping	XIAP antagonists	others
C=CCOc1cccc(/C=C\c2nc(O)c([N+](=O)[O-])c(=O)[nH]2)c1	10%	0%	-13	397	-4%	-5%	i	0.1	0.8%	7%	/
Cc1ccc(C(=O)N/N=c2\sc3ccccc3n2C)cc1	3%	-3%	7	625	-5%	-4%	i	0.6	-0.3%	0%	-4.3%
CC1(C)Cc2ccccc2C(/C(=N\Nc2cccc(Cl)c2)C(N)=O)=N1	-5%	-2%	27	698	-1%	17%	i	0.2	-2.5%	5%	-0.3%
Cc1ccc(S(=O)(=O)N2CCC(N3CCN(C)CC3)CC2)cc1Cl	-36%	14%	-33	724	-8%	-9%	i	5.1	0.9%	-5%	/
NC(=O)C1CCN(C(=O)CSc2nc3ccccc3[nH]2)CC1	-2%	-4%	-8	753	2%	-10%	i	0.8	0.5%	-6%	-3.1%
CN(CC(=O)N1CCCCCC1)S(=O)(=O)c1ccc(Br)cc1	-2%	12%	-6	804	6%	-8%	i	0.4	1.0%	7%	/
O=C(Oc1ccc(C(=S)N2CCOCC2)cc1)c1cccc(Cl)c1	-2%	6%	-7	841	-23%	-5%	i	0.5	-0.6%	-10%	/
COc1cc(NC2c3ccccc3C(=O)N2Cc2ccc3c(c2)OCO3)cc(OC)c1OC (configuration not stated)	4%	5%	/	/	13%	-7%	i	3.0	2.7%	2%	-1.3%
CC(=O)c1cccc(NC(=O)COC(=O)c2ccccc2C)c1	-34%	-5%	-23	660	2%	-10%	i	0.6	-2.4%	-1%	/
COC(=O)c1sc2ncccc2c1OCc1c(Cl)cccc1Cl	5%	4%	/	/	1%	-4%	i	2.4	2.0%	-1%	-3.5%	Dengue-2 NS5 capping pilot replicate=2.4
COc1ccccc1N1CCN(Cc2cnc3ccc(Cl)cn23)CC1	32%	-7%	-18	838	15%	-5%	i	1.3	-1.4%	-4%	/
Cc1cc(C)c(C)c(S(=O)(=O)N2CCN(C(=O)c3cc(=O)[nH]c4ccccc34)CC2)c1C	30%	6%	/	/	-9%	-4%	+	4.2*	-3.2%	-10%	-5.9%
NCCCC[C@@H](C(=O)N1CCNCC1)n1cc(CCC(=O)O)nn1	0%	1%	-2	683	7%	3%	i	0.8	2.1%	3%	-0.9%
NC(=S)N/N=C1\CCOc2ccc(Cl)cc21	10%	1%	5	699	1%	-2%	i	0.7	1.5%	-2%	/
COc1ccccc1NC(=O)N1CCCC1C(=O)NCc1ccccc1 (configuration not stated)	-1%	-1%	/	/	-3%	-5%	i	1.1	-0.8%	-2%	-2.9%
Cc1cc2c(cc1C)N(C(=O)CN1C(=O)c3ccccc3C1=O)C(C)(C)c1ssc(=S)c1-2	-16%	-12%	/	/	10%	0%	i	1.2	2.6%	3%	1.7%
COc1ccc(NC(=O)CCCN2C(=O)/C(=C\c3ccco3)SC2=S)cc1	6%	33%	-3	624	18%	4%	i	0.8	34%	12%	/
CC(/C=N/N1CCN(Cc2ccccc2)CC1)=C\c1ccccc1	-3%	2%	19	689	1%	-4%	i	0.0	-0.4%	-13%	-1.7%
COc1cccc(/C=C2/NC(=O)NC2=O)c1OCC(=O)Nc1ccccc1	32%	7%	14	680	6%	0%	i	0.2	0.4%	-4%	-4.5%
CCOC(=O)c1cccc(NC(=O)C(NS(=O)(=O)c2ccc3c(c2)CCN3C(C)=O)C(C)C)c1 (configuration not stated)	-15%	0%	-12	794	-1%	-7%	i	0.7	-0.3%	-2%	-2.8%
CC1CCCCC1NC(=O)CO/N=C/c1ccc(OC(F)F)cc1 (configuration not stated)	6%	3%	-9	683	-5%	-2%	i	0.2	0.3%	-10%	-0.8%
CC1CCCCN1C(=O)c1cc2ccccc2cc1O (configuration not stated)	-10%	2%	-19	678	14%	-4%	?	/	0.1%	-3%	/
NNC(=O)c1cnn(-c2ccccc2)c1-n1cccc1	0%	12%	5	712	-1%	-4%	i	0.2	-1.3%	3%	-1.3%
CCOc1ccc(OCC(=O)Nc2ccccc2C(F)(F)F)cc1	6%	1%	2	701	-14%	-9%	i	0.3	0.7%	-1%	-0.1%

Next section, overlapping the part above by 4 compounds.
SMILES	NOD2 inhibition	Siah-1 displacement	Lipid droplet	Lipid droplet cells 6.5 µM	AID2073	LYP phosphatase	Myeloid diff 2	Myeloid diff 2 GFP+ MAC1+ %	HIV fusion peptide	Dengue-2 NS5 capping	XIAP antagonists	others
CC1CCCCC1NC(=O)CO/N=C/c1ccc(OC(F)F)cc1 (configuration not stated)	6%	3%	-9	683	-5%	-2%	i	0.2	0.3%	-10%	-0.8%
CC1CCCCN1C(=O)c1cc2ccccc2cc1O (configuration not stated)	-10%	2%	-19	678	14%	-4%	?	/	0.1%	-3%	/
NNC(=O)c1cnn(-c2ccccc2)c1-n1cccc1	0%	12%	5	712	-1%	-4%	i	0.2	-1.3%	3%	-1.3%
CCOc1ccc(OCC(=O)Nc2ccccc2C(F)(F)F)cc1	6%	1%	2	701	-14%	-9%	i	0.3	0.7%	-1%	-0.1%
CN1/C(=C/c2cccc[n+]2C)Sc2ccccc21	50%	2%	-81	738	-37%	-2%	/	/	-0.5%	-5%	/
CCCCCCc1nc2ccccc2c(=O)n1N	-1%	0%	/	/	-17%	-6%	i	0.3	-1.3%	/	-4.6%
CC(=O)Nc1ccccc1C(=O)N1CCN(c2cccc(C)c2C)CC1	-2%	-4%	12	711	1%	-3%	i	1.0	-0.7%	-2%	-8.0%
O=C(NCCc1c[nH]c2ccccc12)C(=O)NCC(c1ccco1)N1CCN(c2ccccc2)CC1 (configuration not stated)	-34%	10%	1	571	3%	2%	i	0.0	-2.8%	-5%	2.0%
CN1CCc2nc(NC(=O)c3cccc(S(=O)(=O)N4CCc5ccccc54)c3)sc2C1	-1%	0%	3	786	3%	12%	i	1.3	4.3%	-17%	-5.7%
CCC(C)NC(=O)C(Cc1ccccc1)NS(=O)(=O)c1ccc2c(c1)oc(=O)n2C (configuration not stated)	10%	-1%	0	697	27%	-8%	i	0.9	0.8%	-10%	/
CN(CC(=O)O)c1ccc(S(=O)(=O)N2CCOCC2)cc1[N+](=O)[O-]	8%	3%	1	658	-8%	-3%	i	0.0	-0.4%	2%	-0.3%
CC(NC(=O)Nc1cccnc1)(C(F)(F)F)C(F)(F)F	12%	-3%	2	724	4%	-3%	i	0.3	1.3%	2%	-2.9%
CCOc1ccc(NC(=S)N(CCOC)C(C)c2ccco2)cc1 (configuration not stated)	19%	0%	-21	667	-22%	-7%	i	0.5	-0.4%	-1%	/
Cc1c(Cl)cccc1NC(=O)c1cccc(OC(F)F)c1	-25%	-4%	35	747	15%	-4%	i	2.8	1.2%	-7%	-1.8%
CC(C)c1nnc(NC(=O)c2cnccn2)s1	-10%	-1%	-19	548	-1%	-2%	i	0.3	-0.5%	-6%	-2.8%	Dengue-2 NS5 capping pilot replicate=-5.5
Cc1ccc(NS(=O)(=O)c2sc3ccc(Cl)cc3c2C)cc1	/	-5%	-8	723	8%	-4%	i	0.4	-0.3%	/	/
